# High-throughput results as filed in PubChem BioAssay.
# aSyn tox rescue = alpha-synuclein toxicity suppression in yeast; S. cerevisiae alpha-synuclein toxicity rescue, BacTiter-Glo growth, 24 h; Potency, µM (top dose mostly 46.1 µM), without a hit: top-dose growth rescue (activation), usual class: activators; 94,000 compounds, 0.02% hits; active = well fitted activation curve with a large enough effect; also: 0% is about no effect
#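 Growth restoration measured by BacTiter-Glo luminescence after 24 hr at 30 deg C; alpha-synuclein yeast, raffinose-pregrown to mid-log, were added at OD600=0.02 in galactose medium onto pinned compounds.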
# Starred values were filed as active, the others as inactive; & = joins results of further samples; [ ] = dose if it differs, or a comment. Potency is read from the fitted curve at half-maximal effect. A portion of the library. The share of hits here may be higher or lower than overall.
SMILES,aSyn tox rescue
Cc1c(C(=O)OC2CCC(C)CC2)[nH]c2c1C(=O)CC(c1ccc(N(C)C)cc1)C2 (stereo unspecified),-5%
NNC(=O)C1CCCN1S(=O)(=O)c1ccc(Cl)cc1 (stereo unspecified),-4%
CC(=O)Nc1sc2c(c1C#N)CCC(C)C2 (stereo unspecified),-18%
O=C(CN1C(=O)COc2ccc(S(=O)(=O)Nc3ccccc3)cc21)Nc1cccc(Cl)c1,0%
COc1ccc(N2C(=O)C(CC(N)=O)N(NC(=O)c3cccc(OC)c3)C2=S)cc1 (stereo unspecified),-1%
CCOc1ccccc1NC(=O)CCNS(=O)(=O)c1cccc2nonc12,4%&-2%
COc1ccc(S(=O)(=O)c2c(Nc3ccccc3F)sc(C(=O)c3cccc(OC)c3)c2N)cc1,-6%
Nc1ncncc1-c1ccc(Cl)cc1,6%
CN(C)c1ccc(CNC(=O)c2ccc3c(c2)N(C)C(=O)C2CCCCN32)cc1 (stereo unspecified),-10%
Cc1cc(CN2CCN(c3ccccc3F)CC2)cs1,4%
CCCc1nc(SCC(=O)N2CCN(c3ccccc3)CC2)c2c(=O)n(C)c(=O)n(C)c2n1,3%
CCN(Cc1ccccc1)S(=O)(=O)c1cc(C(=O)Nc2cc(Cl)cc(Cl)c2)ccc1F,-4%
Cc1ccc(CNC(=O)c2cc3c(C)nc4ccccc4c3o2)cc1,7%
COC(=O)c1cc2c(N)c(C(=O)c3ccccc3)sc2nc1C(OC)OC,7%
CCC(=O)N1CCc2cc(Br)cc(S(=O)(=O)N3CCCC(C(=O)Nc4ccc(C)c(F)c4)C3)c21 (stereo unspecified),-9%
O=C(NCc1ccccc1Cl)C1CCCN(c2ncnc3onc(-c4ccc(F)cc4)c23)C1 (stereo unspecified),-11%
COc1cc(/C=N/Nc2nncc3ccccc23)cc(OC)c1OC,1%
O=C(NCCc1ccccc1)c1cc(Sc2cccc(Cl)c2)nc2ccccc12,-4%
CC1CCCC(C)N1C(=O)CN1C(=O)NC2(CCCCCC2)C1=O (stereo unspecified),-9%
CNS(=O)(=O)c1cc(N)ccc1C,-7%
COc1cc(NC(=O)CSc2ccc(-c3sc(-c4ccccc4)nc3C)nn2)cc(OC)c1,5%
CCCN(CC(=O)Nc1ccccc1C)C(=O)CCCNC(=O)c1ccc(Cl)cc1,4%
COC(=O)c1ccc(Cn2nnc3ccccc32)cc1,4%
c1ccc(N=NC2=NN(c3ccccc3)CS2)cc1,-19%
CC(C)OCCCNC(=O)c1cn(C)c2ccc(S(=O)(=O)N(C)C3CCCCC3)cc2c1=O,6%

# Arranged by length of the SMILES (descending): some entries from above.
SMILES,aSyn tox rescue
CCC(=O)N1CCc2cc(Br)cc(S(=O)(=O)N3CCCC(C(=O)Nc4ccc(C)c(F)c4)C3)c21 (stereo unspecified),-9%
CC(C)OCCCNC(=O)c1cn(C)c2ccc(S(=O)(=O)N(C)C3CCCCC3)cc2c1=O,6%
CCN(Cc1ccccc1)S(=O)(=O)c1cc(C(=O)Nc2cc(Cl)cc(Cl)c2)ccc1F,-4%
COc1ccc(N2C(=O)C(CC(N)=O)N(NC(=O)c3cccc(OC)c3)C2=S)cc1 (stereo unspecified),-1%
CN(C)c1ccc(CNC(=O)c2ccc3c(c2)N(C)C(=O)C2CCCCN32)cc1 (stereo unspecified),-10%
CCCN(CC(=O)Nc1ccccc1C)C(=O)CCCNC(=O)c1ccc(Cl)cc1,4%
COC(=O)c1cc2c(N)c(C(=O)c3ccccc3)sc2nc1C(OC)OC,7%
Cc1ccc(CNC(=O)c2cc3c(C)nc4ccccc4c3o2)cc1,7%
COc1cc(/C=N/Nc2nncc3ccccc23)cc(OC)c1OC,1%
c1ccc(N=NC2=NN(c3ccccc3)CS2)cc1,-19%
Cc1cc(CN2CCN(c3ccccc3F)CC2)cs1,4%
CC(=O)Nc1sc2c(c1C#N)CCC(C)C2 (stereo unspecified),-18%
CNS(=O)(=O)c1cc(N)ccc1C,-7%
Nc1ncncc1-c1ccc(Cl)cc1,6%

# (more compounds)
SMILES,aSyn tox rescue
CCn1cc(C(=O)N(C)c2ccc(C(C)C)cc2)c2cc(OC)c(OC)cc2c1=O,1%
COc1ccccc1NC(=O)c1ccc(CN2C(=O)C(C)=C(c3ccc(C)c(C)c3)S2(=O)=O)cc1,9%
COc1ccc(Nc2ncnc3c2nc2n3CCCC2)cc1Cl,-10%
CCOC(=O)C1=C(CN(CC)Cc2ccccc2)NC(=O)NC1c1ccc(OC)cc1 (stereo unspecified),-1%
C[C@H](CO)N1C[C@H](C)[C@H](CN(C)Cc2ccncc2)Oc2ncc(Br)cc2C1=O,14%
CCOCN(C(=O)Cn1cnc2cc(C)c(C)cc21)c1c(C)cccc1CC,11%
CCCCOc1cccc(C(=O)N2CCN(CCc3ccncc3)CC2)c1,3%
Cc1cccc(NC(=O)CNC(=O)c2ccc3c(c2)OCO3)n1,-3%
COc1cc(N(C)C)c([N+](=O)[O-])cc1C(=O)NC(C)CNc1ccc([N+](=O)[O-])cc1Cl (stereo unspecified),-9%
COc1ccc(NC(=O)C2CCC(CNS(=O)(=O)c3ccc(Br)s3)CC2)c(OC)c1 (stereo unspecified),-8%
COc1ccccc1N1CCN(CCC(=O)Nc2cccc(F)c2)CC1,6%&8%
CCc1noc(C)c1C(=O)Nc1cc(S(=O)(=O)N2CCOCC2)ccc1OCC(F)(F)F,-1%
O=C(CSc1nc2c([nH]c3ccccc32)c(=O)n1-c1ccc(Cl)cc1)NCc1ccccc1,2%
Fc1ccc(N2CCN(c3ncnc4c3nc3n4CCCCC3)CC2)cc1,-1%
CC1CCCCN1CCCNC(=O)c1cc(Sc2ccc(Cl)cc2)nc2ccccc12 (stereo unspecified),9%
COC(=O)c1ccc2c(c1)N(CC(=O)Nc1ccc(OC)c(Cl)c1)C(=O)c1ccccc1S2,-3%
C[C@@H]1CCCCO[C@@H](CN(C)S(=O)(=O)c2ccc(F)cc2)[C@@H](C)CN([C@H](C)CO)C(=O)c2cc(N(C)C)ccc2O1,-6%
COc1ccc(C2C=C(c3ccccc3)Nc3nc(NC(=O)/C=C/c4ccc(F)cc4)nn32)cc1 (stereo unspecified),-2%
Cc1ccc(Cn2c(CO)cnc2SCc2cccc(F)c2)cc1,2%
c1ccc(CCNC2=NCCS2)cc1,0%
Cc1ccc(F)c(NC(=O)Nc2ccc3snnc3c2)c1,1%
CCn1cc(C(=O)N2CCN(c3ccc(OC)cc3)CC2)c2cc(OC)c(OC)cc2c1=O,2%
COc1ccc(C(CNC(=O)Cc2ccc(-c3ccccc3)cc2)N(C)C)cc1 (stereo unspecified),6%
COCCNC(=O)c1ccc2c(c1)N(Cc1ccc(C(F)(F)F)cc1)C(=O)c1ccccc1S2,3%
O=C(CN1C(=O)CCSc2ccc(S(=O)(=O)N3CCCC3)cc21)Nc1cccc(F)c1,6%
# Further structures follow:
SMILES,aSyn tox rescue
CC1=NN(S(=O)(=O)c2ccc(C)cc2)C(=O)c2ccccc2O1,11%
Cc1ccc2c(c1)N(CCCC(=O)Nc1cccc(C(F)(F)F)c1)C(=O)CO2,-12%
Cc1ccc(C2(C)NC(=O)N(CC(=O)NC(C)c3ccccc3)C2=O)cc1 (stereo unspecified),-5%
O=C(COC(=O)CNC(=O)c1ccccc1)NC1CCCC1,0%
COc1cccc(-c2nc(N3CCN(C)CC3)c3ccccc3n2)c1O,7%
Cc1ccc(N2C(=O)C(CC(=O)Nc3cccc(F)c3)N(CCc3ccccc3F)C2=O)cc1 (stereo unspecified),-3%
Cc1cc(Cl)ccc1OCC(=O)Nc1cccc(S(=O)(=O)NC2=NCCCCC2)c1,4%
CCOc1ccc2cc(C3CC(c4ccco4)=NN3S(C)(=O)=O)c(Cl)nc2c1 (stereo unspecified),9%
O=C(NCc1ccccc1Cl)C1CCC(CNc2c(N3CCOCC3)c(=O)c2=O)CC1 (stereo unspecified),4%
COc1ccc(CC(=O)Nc2ccc(-c3nc4ccccc4s3)cc2Cl)cc1OC,-10%
COc1cccc(-c2nn3c(=O)cc(CN4CCN(C(=O)/C=C/c5ccccc5)CC4)nc3s2)c1,15%
COc1ccc(CCNc2nc(SCc3ccccc3F)nc3ccccc23)cc1OC,0%
Cc1[nH]c2ccccc2c1CCCO,-4%
COc1ccc2c(c1)c1c(c(=O)n(-c3ccc(OC)c(OC)c3)c(=O)n1CC(=O)N1CCCC1)n2C,-2%
COc1ccc(-n2c(=S)[nH]c3cc(C(=O)Nc4ccc(F)cc4)ccc3c2=O)c(OC)c1,-4%
CCc1ccc(-c2nc(CN3CCCC(C(=O)NCc4ccc(C)cc4)C3)c(C)o2)cc1 (stereo unspecified),-8%
Cc1c(Cc2ccccc2)sc(/N=C/c2ccc3ccccc3c2)c1C(N)=O,-6%
Cc1ccc(Cl)cc1N1CCN(S(=O)(=O)c2ccc3c(c2)C(C(C)C)C(=O)N3)CC1 (stereo unspecified),6%
O=C(c1cccc(Cl)c1)C1CCCN(C(=O)c2ccoc2)C1 (stereo unspecified),2%
Cc1ccc(CSc2oc(-c3ccco3)nc2S(=O)(=O)c2ccc(Br)cc2)cc1,6%
COC(=O)c1ccccc1NC(=O)C1=C(C)C(=O)OC12CCC(C)CC2 (stereo unspecified),-8%
Cc1cc(C)c2c(=O)cc(C(=O)NCCc3ccc(S(N)(=O)=O)cc3)oc2c1,-4%
CCOc1cc2c(Cl)ncnc2c(OCC)c1OCC,-11%
O=C(c1cn[nH]c1)N1CCc2c([nH]c3ccccc23)C1c1c(F)cccc1Cl (stereo unspecified),-52%[inhibitor]
CCOC(=O)c1[nH]c(CN2CCN(c3ccc(OC)cc3)CC2)c(C(=O)OCC)c1C,2%
# The list goes on.
SMILES,aSyn tox rescue
CCOC(=O)C1C(=O)Oc2ccc3ccccc3c2C1C1CCOC1=O (stereo unspecified),0%
Cc1nn(-c2ccccc2)c(Cl)c1C(=O)OCC(=O)NCCc1ccc(S(N)(=O)=O)cc1,1%
COC(=O)c1cc2sccc2n1Cc1nc(-c2cccc(Cl)c2)oc1C,12%
C=C(C)C1CC=C(C)/C(=N/NC(=O)CCC(=O)Nc2ccccc2Cl)C1 (stereo unspecified),-14%
Cc1cccc(NC(=O)CSc2cn(CC(=O)N3CCOCC3)c3ccccc23)c1C,2%
CC(C)N(Cc1nc2ccccc2[nH]1)C(C)C,-7%
O=c1cc(CN2CCN(S(=O)(=O)c3ccccc3)CC2)nc2sc(-c3ccccc3Cl)nn12,9%
Cc1cccc(C)c1Nc1c(-c2ccsc2)nc2ccc(Cl)cn12,-3%
CC(Oc1ccccc1)c1ccn[nH]1 (stereo unspecified),1%
CCOC(=O)N1CCC(NC(=O)CS(=O)(=O)Cc2nc(-c3ccccc3C)oc2C)CC1,1%
Cc1ccc(OCCn2c(-c3ccc(Cl)cc3)nc3ccccc3c2=O)c(C)c1,-2%
Cc1ccc2c(c1)c1c(c(=O)n(-c3ccccc3C)c(=O)n1CC(=O)NCCC1=CCCCC1)n2C,-3%
CCN(CC)c1ccc(-c2nc(-c3ccncc3)no2)cc1[N+](=O)[O-],0%
Cc1ccc(CN2C(=O)N(c3ccccc3)C(=O)C2CC(=O)Nc2ccccc2)cc1 (stereo unspecified),5%
Cc1ccc(Cl)c(OC(=O)Cn2cnc3c2c(=O)n(C)c(=O)n3C)c1,8%
Cc1ccc(-n2nc(C(=O)NN)c(C)c(C#N)c2=O)cc1Cl,-6%
Nc1nc(SCc2ccccc2)sc1C(=O)N1CCCCC1,0%
COc1ccc(S(=O)(=O)c2cc(NS(=O)(=O)c3ccc(Cl)cc3)c(C)c(C)c2O)cc1,-7%
CCOCCCN(Cc1ccco1)C(=O)c1cc2c(=O)[nH]c3ccc(C)cc3c2s1,3%&-6%
CCCCOC(=O)c1ccc(NC(=O)CSc2nc3c(c(=O)[nH]2)CCCC3)cc1,6%
Cc1noc(/C=C/N(C)C)c1S(=O)(=O)N1CCCC(C(=O)NC2CCCCC2)C1 (stereo unspecified),0%
Cc1cccc(NC(=O)CSc2nc3ccccc3c3nc(CCn4cncc4C)nn23)c1,6%
CCOC(=O)N1CCc2c(sc3c2c(=O)n(Cc2ccccc2)c(=O)n3CC(=O)Nc2cccc(C)c2)C1,6%
CCCNC(=O)CSc1c2c(nc3ccc(Cl)cc13)CCCC2,1%
COc1ccc(C2NC(=O)N(C)C3=C2C(=O)N(c2cccc(Cl)c2)C3)cc1 (stereo unspecified),4%
# Later entries
SMILES,aSyn tox rescue
O=C(Cn1sc2ccccc2c1=O)Nc1ccc(Br)cc1,4%
Cc1ccc(Nc2nnc(-c3ccc(C)c(S(=O)(=O)N4CCOCC4)c3)c3ccccc23)cc1,-6%
O=C(Nn1cnnc1)c1cc(Cl)cc(Cl)c1,1%
COc1cccc(-c2nnc(SCC(=O)N(C)C3CCCCC3)o2)c1,2%
Cc1cc(C)cc(OC(C)C(=O)Nc2c(C(=O)c3ccccc3)oc3ccccc23)c1 (stereo unspecified),10%
COc1ccc(CS(=O)(=O)CC(C)(O)c2ccccc2Cl)cc1 (stereo unspecified),3%
C[C@@H]1CCCCO[C@@H](CN(C)Cc2ccc(Cl)c(Cl)c2)[C@@H](C)CN([C@H](C)CO)C(=O)c2cc(NC(=O)CCC(F)(F)F)ccc2O1,10%
O=C(CSc1nc2ccc(Nc3nc(N4CCCC4)nc(N4CCCC4)n3)cc2s1)NCc1ccco1,-8%
COc1ccc(N2CC(NC(=O)/C=C\c3ccc(OC)c(OC)c3)CC2=O)cc1 (stereo unspecified),-2%
COc1ccccc1N(C)S(=O)(=O)c1ccc(Cl)c(C(=O)NCC2(N(C)C)CCCCC2)c1,-12%
O=C(c1ccc(NS(=O)(=O)c2ccc(Cl)c(Cl)c2)cc1)N1CCOCC1,-7%
